PLAP inhibitors HTS – PLAP enzyme inhibitors, biochemical, luminescence, HTS (AID 690). purified PLAP, luminescent substrate; higher % means a stronger effect. inhibition, % at 20 µM; hits with a dose series show IC50 in µM. 96,000 compounds, 0.08% hits; in the data active = a potency from the dose series; inactive = the rest, 99 in 100 with inhibition below about 30%; also: strong numbers were not always called active
MRP reversal – reversal of MRP1-mediated doxorubicin resistance, primary screen, H69AR cells, doxorubicin co-treatment; 85,000 compounds, 0.04% hits; differential viability (reversal), % at 10 µM; H69AR cells + 2 uM doxorubicin, CellTiter-Glo, 72 h;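 active = viability drop by adding the cancer drug above about 55%, with treated viability meeting a 40% cutoff, limit read from the data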;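 also: viability without doxorubicin minus viability with 2 µM doxorubicin for each compound; larger differential means the compound sensitizes cells more to doxorubicin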
NFkB transloc inh – inhibitors of IL-1B driven NFkB p65 nuclear import, primary screen, imaging, HUVEC, IL-1B stimulus, high-content imaging. HUVEC IL-1B NFkB p65 nuclear translocation imaging. inhibition, % at 2 µM. 94,000 compounds, 0.43% hits. AID 796, 2007;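 active = inhibition above about 30% together with a positive call from visual inspection of the well image, limit read from the data; inconclusive = inhibition above a set limit but visual check negative; inactive = inhibition not above a set limit, visual check negative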;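 also: nuclear over cytoplasmic p65 intensity ratio measured by imaging; 0% = IL-1B stimulated DMSO wells and 100% = unstimulated DMSO wells; values of inactives mirror those of a sister screen read the other way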
IL1B NFkB pot – enhancers of NFkB p65 translocation in HUVEC – imaging, IL-1B stimulus, high-content imaging, primary screen; HUVEC IL-1B NFkB p65 nuclear translocation imaging; activation, % at 2 µM; 94,000 compounds, 0.3% hits;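 active = activation above 40%, about the mean plus 3 SD, also judged a hit on visual image review; inconclusive = activation above 40% but not a hit on visual review; inactive = activation not above 40% and no visual hit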;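 also: percent activation is computed from the nuclear over cytoplasmic p65 intensity ratio; values of inactives mirror those of a sister screen read the other way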
Bcl-B TR3 displacers – displacers of TR3 peptide from Bcl-B, primary screen, selectivity assay for Bfl-1 inhibitor project, biochemical, fluorescence polarization | Bcl-2-like protein 10 (Homo sapiens) | FP displacement of FITC-TR3 peptide from Bcl-B; higher % means a stronger effect | displacement, % at 20 µM, or IC50 in µM where a hit was titrated | 96,000 compounds, 0.11% hits | AID 748, 2007;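 active = displacement above 50% at 20 µM plus a fluorescence interference ratio under 1.5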;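 also: plate controls were wells without compound for no effect and wells lacking Bcl-B protein for full effect; a part of the inactive calls stands beside numbers as strong as those of hits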
MRP reversal cytotoxicity – also measured in MRP reversal; calls as there; viability, %; H69AR cells, CellTiter-Glo, 72 h; measured here: cytotoxicity without doxorubicin
MRP reversal with doxorubicin – also measured in MRP reversal; calls as there; viability, %; measured here: viability with 2 uM doxorubicin; active compounds read low
NFkB transloc inh cell count 2 µM – recorded beside NFkB transloc inh, whose call it bears; cell count; measured here: cells passing quality filter;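 raw number of nuclei counted in each imaged well without normalization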
IL1B NFkB pot cell count 2 µM – also measured in IL1B NFkB pot; calls as there; cell count; measured here: cells passing quality filter
* hit, by the source's call; ? = inconclusive; . = not tested or not shown.

SMILES	PLAP inhibitors HTS	MRP reversal	MRP reversal cytotoxicity	MRP reversal with doxorubicin	NFkB transloc inh	NFkB transloc inh cell count 2 µM	IL1B NFkB pot	IL1B NFkB pot cell count 2 µM	Bcl-B TR3 displacers
CCOC(=O)c1cc2c(=O)n3cccc(C)c3nc2n(C)c1=N	-33%	-20	66	86	.	.	.	.	12%
N#Cc1nc(-c2ccco2)oc1NCCc1ccccc1	30%	7	82	75	-34	149	34	149	2%
COC(=O)CSc1nc(C)c(Oc2ccccc2)c(=O)[nH]1	0%	8	90	82	-20	117	20	117	-11%
O=C(CSc1ccc2c(c1)OCCO2)Nc1ccc(Cl)cn1	25%	8	99	91	-14	174	14	174	3%
CCOC(=O)C1=C(c2ccccc2)OC(N)=C(C#N)C1c1cccs1 (configuration not stated)	-25%	.	.	.	10	79	-10	79	12%
O=C(O)c1cc(Nc2nc(N3CCOCC3)nc(N3CCOCC3)n2)ccc1Cl	.	-3	92	95	-5	97	5	97	.
CSc1nsc(/C=C/Nc2ccc(C)cc2)c1C#N	-25%	6	90	84	6	57	-6	57	-14%
CCCc1[nH]nc2c1C(c1ccc(OC(=O)N3CCOCC3)cc1)C(C#N)=C(N)O2 (configuration not stated)	-48%	.	.	.	-15	184	15	184	6%
Cc1ccc(S(=O)(=O)N2CCCC2C(=O)OCc2ccco2)cc1 (configuration not stated)	-31%	-9	69	78	10	104	-10	104	-2%
CCNC(=S)NNC(=O)Cc1ccccc1	-35%	.	.	.	-1	162	1	162	-2%
Cc1ccc(/C=N/N2C(=O)C3C(C2=O)C2C=CC3C23CC3)o1 (configuration not stated)	12%	.	.	.	-10	148	10	148	16%
COc1ccc(/C=N\NC(=O)COc2ccc(C(C)(C)C)cc2)cc1Cn1nc(C)cc1C	-54%	.	.	.	0	203	0	203	-132%

Full records, looked up by structure. Values in the order: PLAP inhibitors HTS	MRP reversal	MRP reversal cytotoxicity	MRP reversal with doxorubicin	NFkB transloc inh	NFkB transloc inh cell count 2 µM	IL1B NFkB pot	IL1B NFkB pot cell count 2 µM	Bcl-B TR3 displacers
Shown for N#Cc1nc(-c2ccco2)oc1NCCc1ccccc1 = 30%	7	82	75	-34	149	34	149	2%
Shown for Cc1ccc(/C=N/N2C(=O)C3C(C2=O)C2C=CC3C23CC3)o1 (configuration not stated) = 12%	.	.	.	-10	148	10	148	16%

Continued:
SMILES	PLAP inhibitors HTS	MRP reversal	MRP reversal cytotoxicity	MRP reversal with doxorubicin	NFkB transloc inh	NFkB transloc inh cell count 2 µM	IL1B NFkB pot	IL1B NFkB pot cell count 2 µM	Bcl-B TR3 displacers
COc1ccc(/C=N\NC(=O)/C(=C\Nc2nccc(C)n2)NC(=O)c2ccccc2)cc1	-81%	3	95	92	-16	83	16	83	-1%
COc1cc(NS(=O)(=O)N2CCCC2)cc(OC)c1OC	-6%	5	96	91	5	118	-5	118	-4%
CC1(C)Cc2c(cnn2-c2ccccc2)C(=O)/C1=N\NC(=O)c1ccccc1	10%	-6	60	66	-26	65	26	65	2%
Cn1c(=NCC(O)COc2ccccc2)sc2ccccc21 (configuration not stated)	-50%	15	97	82	-5	107	5	107	-1%
CS(=O)(=O)N(Cc1ccccc1)c1ccc(C(=O)N2CCOCC2)cc1	-35%	6	87	81	-13	101	13	101	-4%
COc1cccc2cc(C(=O)C3=C(O)C(=O)N(CCCN4CCOCC4)C3c3ccncc3)oc12 (configuration not stated)	.	-4	98	101	6	127	-6	127	.
CCN(CC(=O)NC(=O)NCc1ccco1)Cc1nc2ccccc2c(=O)[nH]1	-196%	7	80	73	-1	167	1	167	15%
COc1cc(Cl)cc(C2NC(=O)NC(C)=C2C(C)=O)c1OCC(=O)O (configuration not stated)	-44%	-7	80	87	-4	218	4	218	12%
CCOC(=O)N1CCC(N2C(=O)c3ccccc3C2Nc2ccc(C)cc2)CC1 (configuration not stated)	-69%	0	83	82	4	71	-4	71	-3%
Cc1cccc(OCC(=O)Nc2cc(C)ccc2O)c1	4%	-1	24	26	-1	135	1	135	-4%
Cn1c(C(=O)Nc2ccccc2)cc2sccc21	2%	-1	84	85	13	153	-13	153	4%
O=C(Cc1ccc(S(=O)(=O)N2CCCC2)s1)N1CCOCC1	4%	15	102	87	-18	133	18	133	2%
Cn1c(=O)c2c(nc3sccn32)n(C)c1=O	.	-7	88	95	3	170	-3	170	.
COC(=O)c1ccc(NC(=O)CSc2nccn2CCc2ccccc2)cc1	14%	2	89	87	4	145	-5	145	-9%
COc1cccc(Nc2nnc(SCn3nnc4ccccc4c3=O)s2)c1	2%	2	93	91	-32	82	31	82	-1%
Cc1cccc(Oc2ncc(-c3ccc(Cl)cc3)cn2)c1C	19%	.	.	.	8	155	-8	155	1%
Cc1cc(NC(=O)COc2cccc3cccnc23)no1	.	0	88	88	-19	150	19	150	.
O=C(NCC(c1cccnc1)N1CCN(c2ccccc2)CC1)c1ccc2c(c1)OCO2 (configuration not stated)	-61%	-2	97	99	-32	119	33	119	5%
Cc1ccc2cc(C#N)c(N3CCCN(S(=O)(=O)c4ccc(F)cc4)CC3)nc2c1	.	11	85	73	-42	122	?	.	.
COc1ccc(N2CCN(C(=S)Nc3cc(C)ccc3C)CC2)cc1	-2%	.	.	.	6	156	-6	156	-10%
O=C(Nc1ccc(Br)cc1F)c1ccncc1	.	.	.	.	-5	167	5	167	.
Cc1ccc(C(=O)N2CCN(C(=O)N3CCOCC3)CC2)cc1	-17%	-11	78	90	-8	168	8	168	-5%
O=[N+]([O-])c1ccc(Sc2cccc3cccnc23)c([N+](=O)[O-])c1	-1%	0	2	2	-22	68	22	68	3%
CN(CC(=O)N1CCCc2c1c(=O)oc1ccc(O)cc21)Cc1ccccc1	-27%	-9	81	90	-21	141	21	141	1%

Gathered by group: those above with fluorine.
SMILES	PLAP inhibitors HTS	MRP reversal	MRP reversal cytotoxicity	MRP reversal with doxorubicin	NFkB transloc inh	NFkB transloc inh cell count 2 µM	IL1B NFkB pot	IL1B NFkB pot cell count 2 µM	Bcl-B TR3 displacers
Cc1ccc2cc(C#N)c(N3CCCN(S(=O)(=O)c4ccc(F)cc4)CC3)nc2c1	.	11	85	73	-42	122	?	.	.
O=C(Nc1ccc(Br)cc1F)c1ccncc1	.	.	.	.	-5	167	5	167	.

For convenience, some entries already given:
SMILES	PLAP inhibitors HTS	MRP reversal	MRP reversal cytotoxicity	MRP reversal with doxorubicin	NFkB transloc inh	NFkB transloc inh cell count 2 µM	IL1B NFkB pot	IL1B NFkB pot cell count 2 µM	Bcl-B TR3 displacers
Cn1c(=O)c2c(nc3sccn32)n(C)c1=O	.	-7	88	95	3	170	-3	170	.
COC(=O)c1ccc(NC(=O)CSc2nccn2CCc2ccccc2)cc1	14%	2	89	87	4	145	-5	145	-9%
COc1cccc(Nc2nnc(SCn3nnc4ccccc4c3=O)s2)c1	2%	2	93	91	-32	82	31	82	-1%

Other entries
SMILES	PLAP inhibitors HTS	MRP reversal	MRP reversal cytotoxicity	MRP reversal with doxorubicin	NFkB transloc inh	NFkB transloc inh cell count 2 µM	IL1B NFkB pot	IL1B NFkB pot cell count 2 µM	Bcl-B TR3 displacers
Cc1noc2ncnc(Oc3ccc(F)cc3)c12	5%	.	.	.	4	61	-4	61	-1%
Cc1ccc(N2CC(C(=O)N3CCN(c4ccccc4)CC3)CC2=O)cc1 (configuration not stated)	23%	-2	78	81	6	95	-6	95	-6%
Cc1c(NC(=O)CSc2ccc(Cl)cc2)cccc1-c1nc2ncccc2o1	-2%	.	.	.	19	130	-19	130	-15%
CN(C)c1nc(C(=O)OCCO)nc(N(C)C)n1	-1%	4	96	92	4	83	-4	83	2%
COc1ccccc1C(=O)N1CC2(C)CC1CC(C)(C)C2 (configuration not stated)	.	-20	84	104	-11	127	11	127	.
COc1ccc(Cn2c(CCC(=O)O)nc3cccnc32)cc1	-9%	-6	89	95	-1	79	1	79	-5%
CCc1ccc(-c2cn(-c3nc(C)cc(C)n3)c(=N)o2)cc1	-5%	0	1	1	2	100	-2	100	-13%
Cc1onc(-c2c(F)cccc2Cl)c1C(=O)Nc1c(C)n(C)n(-c2ccccc2)c1=O	-11%	.	.	.	12	147	-12	147	7%
Cc1csc(NC(=O)Cc2coc3cc(C)c(C(C)C)cc23)n1	40%	8	90	83	-12	146	12	146	4%
Cn1ncc(C#N)c1/N=C/N1CCCCCC1	-3%	2	95	93	14	176	-13	176	-6%
COc1ccc(NC(=O)CSc2nc3ccccc3c(=O)n2-c2ccc3c(c2)OCO3)c(OC)c1	-2%	-4	9	14	7	130	-7	130	-18%
COc1ccc(N(C(C)C(=O)NC2CCCCCC2)S(C)(=O)=O)cc1 (configuration not stated)	9%	7	92	85	-4	107	4	107	-5%
O=C(C1CC(c2ccc(F)cc2)=NO1)N1CCCCC1 (configuration not stated)	.	.	.	.	-33	133	33	133	.
Cc1ccc(S(=O)(=O)N(C)CCCC(=O)n2nc(C)cc2C)cc1	2%	6	90	84	-5	175	5	175	-8%
Cc1ccc(C(C(=O)NC(C)(C)C)N(C(=O)c2csnn2)c2cccc(F)c2)o1 (configuration not stated)	17%	0	86	86	-43	109	?	.	-6%
COc1ccc(-c2nc3ccccc3n2Cc2ccccc2)cc1	-69%	-4	80	85	-5	139	5	139	-4%
CCN=C1SCC(=O)N1c1ccc(OC)cc1	12%	5	95	90	-26	114	26	114	-3%
CC(C)CCNC(=O)NC(=O)CSc1nnc2ccccn12	-12%	4	96	92	6	88	-6	88	-6%
N#C/C(=C\c1ccc(Cl)cc1Cl)c1n[nH]c(Cn2cncn2)n1	-8%	20	90	70	1	30	-1	30	1%
C#CCOC(=O)c1ccccc1C(=O)N(CC)CC	-4%	-7	93	99	-19	193	19	193	-20%
COc1ccc(OCC(=O)Nc2ccc3c(c2)nc(CCN2CCOCC2)n3C)cc1	-31%	9	77	68	-26	128	26	128	5%
CC(C)C(=O)N1CCN(c2ccccc2NC(=O)Cc2ccc(Cl)cc2)CC1	-5%	-3	84	87	-13	126	13	126	3%
O=C(NCCCN1CCOCC1)c1cc(-c2ccc(O)cc2)on1	13%	3	94	90	-2	79	2	79	6%
O=S(=O)(Cc1ccccc1)N1CCC(N2CCN(c3ccccc3)CC2)CC1	-23%	4	93	89	.	.	.	.	3%
Cc1ccc2ccc(S(=O)(=O)n3nc(C)cc3C)cc2c1	-19%	-44	52	96	-1	147	1	147	0%
COc1ccc(C(=O)N2CCCC(c3nc(-c4ccc(OC)c(OC)c4)no3)C2)c(OC)c1 (configuration not stated)	-42%	-3	79	82	-16	123	16	123	9%
Cn1c(=O)oc2cc(S(=O)(=O)N3CCC(C(=O)N4CCc5ccccc5C4)CC3)ccc21	13%	2	85	83	-24	173	24	173	0%
COc1ccc(-c2noc(CSc3nnc(CCc4ccccc4)n3-c3ccccc3)n2)cc1OC	-77%	31	47	17	-3	169	3	169	-12%
O=C1C(Oc2ccccc2)C(c2cccs2)N1Cc1ccc2c(c1)OCO2 (configuration not stated)	-10%	.	.	.	-55	124	?	.	2%
Cc1sc2c(c1C)c(=O)n(-c1ccccc1)c1nncn21	16%	.	.	.	3	150	-3	150	-7%
N/N=c1\sc2ccccc2n1-c1ccccc1	9%	-3	87	90	2	165	-2	165	-2%
C=CCn1c(N)c(C(=O)N2CCN(C)CC2)sc1=S	-10%	-1	96	97	1	130	-1	130	1%

Sorted by the number under Bcl-B TR3 displacers (falling): some entries from above
canonical_smiles	PLAP inhibitors HTS	IL1B NFkB pot	IL1B NFkB pot cell count 2 µM	Bcl-B TR3 displacers
CCOC(=O)c1cc2c(=O)n3cccc(C)c3nc2n(C)c1=N	-33%	.	.	12%
N#Cc1nc(-c2ccco2)oc1NCCc1ccccc1	30%	34	149	2%
COc1ccc(N(C(C)C(=O)NC2CCCCCC2)S(C)(=O)=O)cc1 (configuration not stated)	9%	4	107	-5%
Cc1ccc(S(=O)(=O)N(C)CCCC(=O)n2nc(C)cc2C)cc1	2%	5	175	-8%

Screening results deposited in PubChem by several laboratories.

Some of the compounds tested, so the mix of outcomes need not match the whole.
